SUMO1 PPI mod: alters human SUMO1 binding to SIM partners. hit rate 0.33% among 360,000. AID 602429. SUMO1 binding to a labelled peptide, TR-FRET, 1 h. inhibition, % at 20 µM. P63165; in the data active means inhibition above about 37%
Scp1 inh: blocks human Scp-1 phosphatase activity | Q9GZU7 | Recombinant Scp1, phosphopeptide, malachite green phosphate absorbance | inhibition, % at 20 µM | hit rate 0.88% among 340,000 | AID 493091;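 active means inhibition above about 50% at 20 µM, limit read from the data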;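 further: plate controls were DMSO wells with enzyme for no effect and wells lacking enzyme for full effect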
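Test system – truncated SCP-1 phosphatase (76-261aa) · Reagent – Phosphorylated 17-residue peptide substrate · Incubation – 45 min room-temperature reaction, 5 min colour, 30 min stabiliser · Detection – colorimetric phosphate reagent with accelerator and stabiliser, absorbance at 630 nm · Measure – % inhibition at 20 µM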
DNMT1 inh: inhibitors of human DNMT1; hit rate 0.83% among 360,000; AID 588458; P26358; DNMT1 molecular beacon, Hinp1I cleavage, fluorescence; inhibition (reported as % activation of signal), % at 10 µM; in the data active means inhibition above about 50%
Target sequence (P26358 504-1616 limits assumed): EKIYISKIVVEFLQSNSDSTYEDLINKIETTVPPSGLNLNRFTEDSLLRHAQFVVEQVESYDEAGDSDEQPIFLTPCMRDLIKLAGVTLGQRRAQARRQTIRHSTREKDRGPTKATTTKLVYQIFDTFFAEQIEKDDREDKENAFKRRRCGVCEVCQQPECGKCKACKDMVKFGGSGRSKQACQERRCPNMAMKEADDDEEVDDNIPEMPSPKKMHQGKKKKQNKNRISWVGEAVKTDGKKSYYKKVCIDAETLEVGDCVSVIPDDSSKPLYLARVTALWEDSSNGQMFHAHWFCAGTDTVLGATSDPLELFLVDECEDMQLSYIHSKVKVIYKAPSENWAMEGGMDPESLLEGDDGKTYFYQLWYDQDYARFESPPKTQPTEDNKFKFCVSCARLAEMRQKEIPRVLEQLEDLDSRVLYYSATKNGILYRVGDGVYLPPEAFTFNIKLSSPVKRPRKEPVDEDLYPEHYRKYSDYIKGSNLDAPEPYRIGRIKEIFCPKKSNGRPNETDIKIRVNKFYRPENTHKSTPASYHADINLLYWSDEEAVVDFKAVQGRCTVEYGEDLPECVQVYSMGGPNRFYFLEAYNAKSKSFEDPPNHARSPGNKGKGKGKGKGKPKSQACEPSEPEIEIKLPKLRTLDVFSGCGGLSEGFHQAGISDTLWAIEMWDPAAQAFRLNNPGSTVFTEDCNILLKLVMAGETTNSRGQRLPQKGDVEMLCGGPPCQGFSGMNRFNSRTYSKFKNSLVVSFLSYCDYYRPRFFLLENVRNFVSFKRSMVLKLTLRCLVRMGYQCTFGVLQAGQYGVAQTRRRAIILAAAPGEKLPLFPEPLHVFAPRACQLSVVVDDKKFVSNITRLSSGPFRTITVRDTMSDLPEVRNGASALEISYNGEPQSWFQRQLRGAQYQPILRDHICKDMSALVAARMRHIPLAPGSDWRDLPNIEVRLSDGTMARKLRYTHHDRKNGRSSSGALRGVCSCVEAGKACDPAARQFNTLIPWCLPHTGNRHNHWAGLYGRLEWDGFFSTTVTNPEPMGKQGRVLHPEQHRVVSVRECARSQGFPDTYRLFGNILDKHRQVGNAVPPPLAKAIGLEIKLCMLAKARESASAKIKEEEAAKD
Neddyl block: blocks human cullin neddylation | TR-FRET cullin neddylation, biochemical | calls only at 25 µM | hit rate 0.58% among 360,000 | AID 651699; in the data active means inhibition above about 36%
NRP1-CendR mod: modulators of CendR peptide binding to human neuropilin-1; O14786; FAM-RPARPAR peptide binding to NRP-1, fluorescence polarization; inhibition, % at 25 µM; hit rate 0.85% among 360,000;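 active means inhibition or corrected inhibition above about 18%, plus a signal ratio from 0.5 to 1.5, limit read from the data, passing the limit was not always enough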; further: strong numbers were not always called active
TbMetRS inhib: blocks T. brucei methionyl-tRNA synthetase activity. purified T. brucei MetRS, ATP depletion, Kinase-Glo luminescence. hit rate 0.4% among 360,000. inhibition, % at 11.9 µM;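 active means inhibition above a per-plate cutoff of the control wells' mean inhibition plus 3 SD, cut at about 5.5% in these data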;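 further: 0% = DMSO wells median and 100% = median of wells with control inhibitor compound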
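assay system = parasite MetRS enzyme | timing = 15 min preincubation, 2 h reaction, all 25 °C | evaluation = percent inhibition relative to median high and low control wells | medium = HEPES buffer containing pyrophosphatase, BSA, spermine, DTT | compound = single dose, 11.9 µM final nominal, 0.9% final DMSO | detection = Kinase-Glo luminescence, ATP depletion format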
NadD inh: inhibitors of Staphylococcus aureus NadD | inhibition, % at 20 µM | hit rate 0.78% among 360,000 | purified NadD enzyme, colorimetric absorbance read-out; in the data active means inhibition above about 26%; further: some compounds past the cut are filed as inactive
LMPTP inh: LMPTP (human) inhibition; P24666; recombinant LMPTP-A, OMFP fluorogenic substrate, fluorescence intensity; inhibition, % at 20 µM; hit rate 0.22% among 360,000;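 active means compounds that cut the enzyme signal by at least half of the control window in the single-dose screen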;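 further: plate controls were DMSO wells with enzyme plus substrate for no effect and substrate without enzyme for full effect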
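Material: LMPTP-A; amount: 0.625 nM enzyme; doses: single 20 µM dose; times: reaction 50 min, room temperature, dark; technique: fluorescence intensity of OMFP turnover product; benchmarks: no-enzyme and uninhibited controls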
SKN-1 block: inhibitors of C. elegans SKN-1; C. elegans VP596 Pgst-4::GFP/RFP ratio, acrylamide-induced, 24 h; inhibition, % at 21.8 µM; hit rate 0.49% among 360,000; AID 624304;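 active means interference check ratio from 0.5 to 1.5 plus GFP to RFP signal ratio inhibition reaching or exceeding a fixed threshold, cut at about 30% in these data, passing the limit was not always enough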; further: some compounds called inactive have numbers as strong as hits
STEP block: STEP (human) phosphatase inhibition; P54829; recombinant STEP, OMFP fluorogenic substrate, fluorescence; inhibition, % at 20 µM; hit rate 0.25% among 360,000;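 active means inhibition at 20 µM, scaled per plate between control wells, above about 37%, limit read from the data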;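 further: 0% = DMSO with enzyme and substrate and 100% = substrate only without enzyme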
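System: STEP phosphatase, cell-free reaction; Buffer or medium: Bis-Tris pH 6.0 buffer with DTT, detergent; Incubation: 20 min at room temperature, dark; Measured by: fluorescence, 480/540 nm.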
* marks the source's active call; other numbers are inactive results; i = inactive; x = not tested or not shown.

SMILES	SUMO1 PPI mod	Scp1 inh	DNMT1 inh	Neddyl block	NRP1-CendR mod	TbMetRS inhib	NadD inh	LMPTP inh	SKN-1 block	STEP block
CCc1ccc(OCCNc2cc(N3CCNC(C)C3)ccc2[N+](=O)[O-])cc1 (centres undefined)	-217.9	4.7	-6.8	i	-20.1	-0.3	6.7	1.1	3.1	6.1
Cc1ccccc1-n1c(-c2ccc(Cl)cc2)cnc1SCC(=O)NC1CCS(=O)(=O)C1 (centres undefined)	1.2	-8.2	-3.7	i	-3.0	-0.1	1.3	-0.1	5.6	-0.3
Cc1nnc(NC(=O)CSc2ccc(-c3cccnc3)nn2)s1	4.6	-10.4	8.0	i	-7.1	-0.7	-4.8	-0.9	15.9	-1.8
Cc1nc(-c2ccncc2)nc(NCCNc2ccc(C(F)(F)F)cn2)c1Cl	2.5	4.0	9.2	i	0.6	-0.7	-3.2	1.1	-10.3	0.8
Cc1ccc(NC(=O)CCN2CCN(C)CC2)cc1	0.1	3.0	-0.8	i	-1.2	-1.2	-2.0	-4.5	-3.0	-2.4
Cc1ccc(S(=O)(=O)NCCc2cccs2)cc1	4.6	-10.9	-1.4	i	-10.5	-0.3	-3.3	-0.3	8.3	-3.2
CS(=O)(=O)N1CCC(C(=O)N2CCN(c3cccc(Cl)c3)CC2)CC1	-1.3	-4.9	-0.2	i	-0.2	0.3	2.0	0.5	0.7	-0.4
CN(C)C(=S)N=c1ssc(=S)n1Cc1ccco1	-4.6	7.1	-7.5	i	-2.5	-0.4	4.2	-0.1	8.3	1.6
Cn1nc(C(=O)OCC(=O)c2ccc(Br)cc2)c2ccccc2c1=O	-4.8	-10.2	3.6	i	-12.6	-0.6	0.6	0.1	10.8	1.0
Cc1ccnc(NS(=O)(=O)c2ccc(NC(=O)C3CCCO3)cc2)n1 (centres undefined)	-3.2	-1.3	0.9	i	-11.7	0.3	-3.4	-0.6	9.3	0.2
COc1ccc(CNCc2ccc(C(F)(F)F)cc2)cc1OC	-7.3	-7.3	-0.9	i	6.2	-0.3	-9.9	-0.5	-7.8	1.2
C=CCNC(=O)N1CCC(n2nccc2NC(=O)CCc2ccccc2)CC1	0.3	-0.9	3.4	i	4.0	0.1	-1.7	-0.1	12.9	-1.9
COc1ccc(Br)cc1CN1CCN(S(=O)(=O)Cc2ccccc2)CC1	14.4	-6.0	1.1	i	11.4	-0.4	-7.9	-0.2	-9.5	-0.3
CCc1nc(NCC2CCCO2)c(C#N)c2c1COC(C)(C)C2 (centres undefined)	0.2	-5.2	3.2	x	0.7	-0.3	-1.5	-1.0	-13.7	0.9
C1CCc2c(nnc3c2-c2nonc2CC3)C1	-18.1	3.1	-1.3	i	1.3	-0.5	4.2	0.1	7.0	-0.9
N#CCc1c(C#N)c(N)nc(N2CCN(Cc3ccc4c(c3)OCO4)CC2)c1C#N	12.5	-7.7	-10.2	i	-29.1	0.5	7.8	18.0	2.3	-3.8
COC(=O)/C(=N\Nc1ccccc1)Sc1nnc(-c2ccc(OC)cc2)n1C	1.8	4.3	4.8	i	-2.2	-0.9	-0.1	-1.8	7.1	4.7
COc1cccc(NC(=O)CCC2CCN(C(=O)c3scnc3C)CC2)c1	-1.4	-2.4	0.7	i	14.6	1.5	2.3	-0.6	6.8	-2.7
COc1ccc(CC(=O)NCc2cccc(Cl)c2)cc1S(=O)(=O)N1CCOCC1	1.7	x	2.5	i	-20.5	-0.1	-5.3	-2.1	17.9	-0.8
C=C(C)Cn1c(COc2ccccc2)nnc1SCC(=O)O	1.0	-10.1	-0.8	i	8.3	-0.7	-3.9	-2.3	18.0	0.3
COc1ccc(/C=C2\CN(Cc3ccccc3)C/C(=C\c3ccc(OC)cc3)C2=O)cc1	-0.5	7.1	5.5	i	2.1	-0.5	11.8	4.5	-4.3	-0.2
Cc1cc(C)c2nc3nc(C)c(C)cc3c(N)c2c1	-10.6	-6.7	35.9	x	-11.2	-0.1	0.6	11.2	16.1	4.2
CCCCCC(=O)NC(=S)NC1C2CC3CC(C2)CC1C3 (centres undefined)	2.3	7.4	3.1	i	-0.4	-0.6	6.0	-0.6	1.5	2.5
CCCCCCC(CC(=O)NCc1cccnc1)CC(=O)NCc1cccnc1	4.0	-3.7	-0.3	i	7.0	0.2	-1.7	-1.5	-16.5	-4.4
CCSc1ccccc1C(=O)NCCCn1ccnc1	1.8	-8.6	0.5	i	9.8	-0.4	-1.9	-7.0	2.6	-3.5

Arranged by value in SUMO1 PPI mod (descending): three of the compounds above.
SMILES	SUMO1 PPI mod	Scp1 inh	DNMT1 inh	Neddyl block	NRP1-CendR mod	TbMetRS inhib	NadD inh	LMPTP inh	SKN-1 block	STEP block
C=CCNC(=O)N1CCC(n2nccc2NC(=O)CCc2ccccc2)CC1	0.3	-0.9	3.4	i	4.0	0.1	-1.7	-0.1	12.9	-1.9
Cc1ccnc(NS(=O)(=O)c2ccc(NC(=O)C3CCCO3)cc2)n1 (centres undefined)	-3.2	-1.3	0.9	i	-11.7	0.3	-3.4	-0.6	9.3	0.2
COc1ccc(CNCc2ccc(C(F)(F)F)cc2)cc1OC	-7.3	-7.3	-0.9	i	6.2	-0.3	-9.9	-0.5	-7.8	1.2

The list goes on.
SMILES	SUMO1 PPI mod	Scp1 inh	DNMT1 inh	Neddyl block	NRP1-CendR mod	TbMetRS inhib	NadD inh	LMPTP inh	SKN-1 block	STEP block
Cc1ccccc1Nc1ncccc1C(=O)N1CCOCC1	8.3	0.4	2.2	i	-1.6	-0.7	-1.4	-0.8	14.7	-2.1
N#Cc1cccc(S(=O)(=O)NCc2nnc3ccccn23)c1	-12.2	-3.6	-1.1	i	4.4	-0.1	-6.4	-2.9	-0.9	0.5
O=C(c1cc(C(=O)N2CCCC2)cc([N+](=O)[O-])c1)N1CCCC1	-18.1	-3.7	-0.5	i	9.3	-0.4	-5.7	-2.5	-11.6	2.9
O=C(CCCn1c(=S)[nH]c2cc3c(cc2c1=O)OCO3)NCc1cccc(Cl)c1	-23.7	-9.1	-3.0	i	-2.9	-0.7	13.4	1.8	-2.5	1.3
CCOC(=O)NC(=O)COC(=O)c1cccc2ccccc12	-12.4	-3.0	1.4	i	-6.3	-0.6	-2.2	0.0	-3.4	0.0
CC(=O)c1cccc(Nc2cc(C)nc3c(C)cccc23)c1	4.2	0.3	7.6	i	-4.3	0.5	-2.9	4.0	-3.1	-0.3
CC12CCC(C(=O)N/N=C/c3ccc(O)cc3)(OC1=O)C2(C)C (centres undefined)	-2.2	11.0	1.9	i	-1.2	-0.7	-6.6	-0.8	-5.7	0.7
CCOc1ccc(CCNC(=O)CSc2nc3ncc(Cl)cc3[nH]2)cc1OCC	4.1	1.1	2.0	i	2.1	-0.4	-2.9	-3.3	13.8	1.9
Cc1ccc(C2=N/C(=C\c3c(C)nn(-c4ccccc4)c3N3CCCC3)C(=O)O2)cc1	-3.6	-2.8	5.2	i	-12.5	-1.0	1.3	-0.1	8.2	0.2
O=C(NCCNC(=O)C(c1ccccc1)c1ccccc1)c1ccco1	-1.1	-1.3	-0.4	i	3.8	0.0	-5.4	-1.3	-13.2	-0.4
COc1ccc(N2CCN(C(=O)CCS(=O)(=O)c3cccc4nsnc34)CC2)cc1	-19.3	0.1	-0.3	i	-1.4	-0.3	-3.8	-0.4	-2.7	-0.4
CCCN(CC(=O)Nc1ccccc1OC)C(=O)c1ccccn1	-0.1	2.6	9.4	i	23.8	0.5	-1.2	-1.3	-6.4	-3.1
Cc1cccc(OCCCC(=O)Nc2ccc(Br)cc2)c1	-2.1	-13.9	0.6	i	-0.9	34.1*	-9.0	1.5	-16.8	2.1
CN(CCCCCCCCC(=O)/C=N/O)Cc1ccccc1	-3.9	-7.2	1.9	i	-0.6	-0.7	-8.3	2.3	3.1	0.9
CCO[C@H]1OC(C(=O)N2CCN(C)CC2)=C[C@@H](C(C)(C)C)[C@@H]1CCCO	3.2	3.9	3.4	i	-14.7	-0.1	-1.0	-0.5	2.5	2.9
Cc1ccc(S(=O)(=O)N2[C@@H](CO)CO[C@H]2CC(=O)c2cccs2)cc1	-5.4	x	x	i	-6.1	0.3	x	-1.4	-1.3	x
Cc1ccc(OCCNC(=O)c2cc(C(=O)NCCOc3ccc(C)cc3)cc([N+](=O)[O-])c2)cc1	-12.3	-4.4	-10.8	i	-2.1	0.4	-6.6	3.2	-2.8	-7.5
CCOc1ccc(CCNC(=O)COC(=O)COc2ccc(C(C)=O)cc2)cc1OCC	3.2	9.8	0.1	i	-0.6	-0.6	-2.6	-0.5	5.4	1.0
Cc1ccccc1S(=O)(=O)Oc1cccc2c(O)cccc12	0.2	-8.3	-32.4	i	-4.2	0.9	0.8	1.3	24.6	-0.5
CCC(C)NC(=O)c1cccc(C)c1 (centres undefined)	0.8	-2.5	1.9	i	-4.3	0.4	-6.7	-0.9	-6.1	-2.9
Cn1c(=O)c2c(nc(Cl)n2Cc2ccncc2)n(C)c1=O	-2.5	-0.4	0.1	i	-8.2	-0.5	-2.9	-1.3	9.2	-0.7
COc1ccc(-c2nc(C)ncc2-c2csc(C)n2)c(O)c1	0.7	-3.1	1.5	i	4.9	-0.3	-3.3	1.0	-5.6	-4.6
C=CCOc1ccc(CNc2nccs2)cc1OCC	0.2	2.6	-10.5	i	6.2	-0.7	5.3	2.3	5.7	0.4
COc1ccc(-c2cc3ccccc3oc2=O)cc1	-26.9	-10.7	3.3	i	12.6	-0.6	-12.4	-0.4	27.3	1.1
CC1(C)CC(OC(=O)c2ccccc2)CC(C)(C)N1	0.6	-0.1	4.8	i	-3.2	-0.8	-3.9	0.1	10.0	-3.8
Further compounds:
SMILES	SUMO1 PPI mod	Scp1 inh	DNMT1 inh	Neddyl block	NRP1-CendR mod	TbMetRS inhib	NadD inh	LMPTP inh	SKN-1 block	STEP block
C/C(=N/NC(=O)CNC(=O)COc1ccccc1)c1ccco1	-0.2	3.1	4.3	i	6.7	-0.8	1.7	-0.1	-15.2	-0.8
COc1ccc(CNC(=O)c2cnc(C)cn2)c(OC)c1	1.8	-6.5	0.9	i	4.4	-0.1	-7.8	-0.2	14.7	-1.7
CC1CCc2c(sc(NC(=O)CSc3nc4c(c(C(F)(F)F)n3)CCc3ccccc3-4)c2C(N)=O)C1 (centres undefined)	-1.7	2.4	10.5	i	-8.7	0.3	-1.9	-1.4	-3.5	0.6
O=C(CCn1c(=O)oc2ccc(Cl)cc21)N1CCN(c2ccccc2)CC1	2.1	2.8	6.1	i	2.7	-1.6	-0.6	-2.1	-2.5	-3.0
O=C(COC(=O)/C=C/c1ccc(Cl)cc1Cl)Nc1cccc(S(=O)(=O)NC2=NCCC2)c1	4.4	x	-7.0	i	-9.6	0.7	4.7	0.9	12.2	-0.7
O=C(c1ccc(Cl)cc1)C(CN1CCCC1)c1ccccc1 (centres undefined)	-2.6	-9.4	15.3	i	-1.6	-0.2	-4.0	-4.2	8.0	-0.2
COc1ccc(-c2nc(SCC(=O)Nc3cccc(S(N)(=O)=O)c3)n[nH]2)cc1	4.0	-4.9	-5.4	i	-6.7	0.1	-3.4	-2.3	-11.2	-1.9
COc1ccc(C(=O)Nc2cc(C)on2)cc1[N+](=O)[O-]	-12.6	-7.3	0.1	i	4.9	0.0	0.8	-0.4	-0.2	0.0

Bioassay records from PubChem.
